Compound activity: PubChem, several laboratories
DAGLB inh – diacylglycerol lipase beta (human) inhibition; Q8NCG7; HEK293T DAGLB membrane lysate, EnzChek fluorogenic substrate; inhibition, % at 5.17 µM; 340,000 tested, 0.059% active; AID 504411; in the data active means inhibition above about 34%;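 further: 0% = enzyme with vehicle and 100% = wells lacking enzyme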
Keap1-Nrf2 PPI – inhibitors of human Keap1-Nrf2 protein-protein interaction; Q14145; Keap1 Kelch-Nrf2 peptide fluorescence polarization, 1536-well; inhibition, % at 9.4 µM; 340,000 tested, 0.15% active; in the data active means inhibition above about 12%;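 further: human Keap1 Kelch domain with fluorescein labeled Nrf2 9mer peptide probe; 0% = neutral control wells and 100% = peptide positive control; higher means more block of Keap1 binding to Nrf2 peptide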
Target sequence (Q14145 whole entry, looked up, the tested form may be a part): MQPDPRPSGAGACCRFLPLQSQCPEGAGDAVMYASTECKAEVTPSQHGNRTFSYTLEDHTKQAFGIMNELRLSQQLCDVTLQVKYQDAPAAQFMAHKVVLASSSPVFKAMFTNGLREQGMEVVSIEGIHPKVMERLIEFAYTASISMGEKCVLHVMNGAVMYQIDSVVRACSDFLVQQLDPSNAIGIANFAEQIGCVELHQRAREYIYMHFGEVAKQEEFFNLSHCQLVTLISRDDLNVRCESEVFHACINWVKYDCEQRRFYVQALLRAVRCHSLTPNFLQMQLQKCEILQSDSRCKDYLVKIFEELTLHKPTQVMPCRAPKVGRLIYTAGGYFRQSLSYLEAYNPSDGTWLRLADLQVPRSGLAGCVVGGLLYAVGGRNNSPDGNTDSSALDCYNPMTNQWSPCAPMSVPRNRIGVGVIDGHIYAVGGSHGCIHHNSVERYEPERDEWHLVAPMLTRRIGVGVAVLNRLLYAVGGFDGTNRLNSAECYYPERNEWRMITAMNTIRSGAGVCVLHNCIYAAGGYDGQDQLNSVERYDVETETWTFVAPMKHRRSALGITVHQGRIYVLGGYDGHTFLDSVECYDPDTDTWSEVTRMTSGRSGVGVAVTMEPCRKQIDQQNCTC
LANA DNA inh – blocks KSHV LANA C-terminal domain binding to DNA; MBP-C-LANA/FAM-LBS DNA binding, fluorescence polarization; inhibition, % at 9 µM; 340,000 tested, 0.078% active; AID 504423;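 active means highest replicate inhibition at or above 60% at 9 µM, even if other replicates fall short; inactive means all replicates below 60% inhibition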;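 further: 0% = neutral control wells and 100% = 4 µM acridine orange control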
Cardiac RTF inh – cardiac RTF calcium desensitization; P19429+P45379; IANBD-labeled cardiac RTF, Ca2+ fluorescence; inhibition, % at 7.15 µM; 340,000 tested, 0.12% active; AID 493244;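 active means inhibition above the mean inhibition of all tested compounds plus 3 SD, cut at about 17% in these data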;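 further: assay run at fixed EC70 calcium of 1.6 mM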
SR-BI uptake up – enhances SR-BI lipid uptake from DiI-HDL. CHO ldlA[mSR-BI] cells, DiI-HDL uptake fluorescence, 3 h; 100 = double the neutral-control signal. activation, % at 12.5 µM. 320,000 tested, 0.096% active. AID 504775;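 active means mean replicate activation of at least 60% and every replicate at or above 60%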;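 further: 0% = median plate neutral-control signal and 100% = twice that signal; values of inactives mirror those of a sister screen read the other way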
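Test system: SR-BI-overexpressing, LDLR-lacking CHO cells. Measured by: DiI fluorescence, bottom read. Medium: Ham's F12 with 0.5% BSA, HEPES 25 mM, pH 7.4. Timing: 3 h uptake period with compound, 37 °C.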
SR-BI HDL uptake – blocks mouse SR-BI lipid uptake from DiI-HDL | AID 488896 | 320,000 tested, 0.96% active | ldlA[mSR-BI] CHO cells, DiI-HDL uptake fluorescence, 3 h | inhibition, % at 12.5 µM | Q61009;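 active means mean replicate inhibition of at least 70% and a set share of replicates each scoring 70 or more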;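 further: 0% = median of neutral control wells and 100% = median of positive control wells; values of inactives mirror those of a sister screen read the other way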
NSD2 HMT inh – blocks human histone methyltransferase NSD2; O96028; NSD2 peptide methylation, AlphaScreen, 120 min; inhibition, % at 12.5 µM; 310,000 tested, 0.54% active; AID 743445; in the data active means inhibition above about 50%
PvdQ acylase – blocks Pseudomonas aeruginosa PvdQ acylase activity; purified PvdQ acylase, fluorescence plate reader; inhibition, % at 10 µM; 340,000 tested, 0.063% active; AID 488965; in the data active means inhibition above about 30%, passing the limit was not always enough;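 further: 0% = vehicle neutral wells and 100% = reference inhibitor wells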
PKA-R2B act – activators of human PKA-R2B complex | activation, % at 11.4 µM | AID 504700 | 340,000 tested, 0.079% active | PKA-R2B holoenzyme dissociation, Cy5-IP20 fluorescence polarization; R2B truncated from residue 108, S112A mutant; 0% DMSO only, 100% 113 µM cGMP;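 active means activation above a cutoff set at the mean over all compounds plus 3 SD, cut at about 18% in these data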;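 further: higher means more holoenzyme dissociation and a rise in polarization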
Target sequence (P31323 whole entry, looked up, other chains not shown, the tested form may be a part): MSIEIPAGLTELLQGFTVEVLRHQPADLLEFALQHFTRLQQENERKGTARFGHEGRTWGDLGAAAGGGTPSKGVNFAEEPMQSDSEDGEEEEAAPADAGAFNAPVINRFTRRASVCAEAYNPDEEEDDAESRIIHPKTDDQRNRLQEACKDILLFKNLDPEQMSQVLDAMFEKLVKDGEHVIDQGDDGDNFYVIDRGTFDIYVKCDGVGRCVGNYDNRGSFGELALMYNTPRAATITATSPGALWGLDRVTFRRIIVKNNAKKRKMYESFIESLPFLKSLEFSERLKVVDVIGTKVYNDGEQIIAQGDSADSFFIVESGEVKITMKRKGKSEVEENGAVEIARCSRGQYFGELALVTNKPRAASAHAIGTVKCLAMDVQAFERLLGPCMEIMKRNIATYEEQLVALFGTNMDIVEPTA
Arrestin-AP2 inh – human beta-arrestin and AP2 interaction inhibition | FITC-arrestin peptide / GST-AP2 beads, flow cytometry; AP2 beta2 appendage carries R879A mutation | inhibition, % at 10 µM | 340,000 tested, 0.31% active | AID 504490;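 active means inhibition above a set limit, near 3 SD of compounds lacking own fluorescence, cut at about 54% in these data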;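 further: plate controls were DMSO wells for no effect and 5 µM unlabelled arrestin peptide for full effect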
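Material – GST-tagged AP2 beta2-adaptin appendage (R879A) on 4 µm glutathione beads · Probe or stimulus – fluorescein-tagged arrestin peptide at 50 nM final · Timing – 12 min plus 1 h, RT · Detection – bead flow cytometry, FITC channel · Read-out basis – inhibition as reduced fluorescein signal on beads, percent · Medium – PBS plus Tween 20 (0.05%) and BSA (0.1%)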
* marks the source's active call; other numbers are inactive results. Outcome played no part in choosing rows, and some 2.1% of all compounds hit somewhere here.

`COc1ccc(C(=O)Nc2ccc(NC(=O)c3ccccc3)cc2)cc1S(=O)(=O)N1CCOCC1` gave DAGLB inh 0, Keap1-Nrf2 PPI -4, LANA DNA inh -0.9, Cardiac RTF inh 2, NSD2 HMT inh 1, PvdQ acylase -8, PKA-R2B act 0 and Arrestin-AP2 inh -4.
`CC(/C=N/NC(=O)c1ccncc1)=C\c1ccc(C(C)C)cc1` gave DAGLB inh 1, Keap1-Nrf2 PPI -1, LANA DNA inh 0.2, Cardiac RTF inh 14, SR-BI uptake up -25, SR-BI HDL uptake 25, NSD2 HMT inh 0, PvdQ acylase 2, PKA-R2B act 0 and Arrestin-AP2 inh 19.
`OCC1(Cc2ccccc2C(F)(F)F)CCN(Cc2ccncc2)CC1` gave DAGLB inh 2, Keap1-Nrf2 PPI -2, LANA DNA inh -0.4, Cardiac RTF inh -3, PvdQ acylase 2, PKA-R2B act -3 and Arrestin-AP2 inh 10.
Screening Cc1cc(C)cc(OCc2nnc(SCC(=O)NC3CC3)n2C)c1 returned DAGLB inh -4, Keap1-Nrf2 PPI 0, LANA DNA inh -0.8, Cardiac RTF inh -2, SR-BI uptake up -6, SR-BI HDL uptake 6, NSD2 HMT inh -6, PvdQ acylase 0, PKA-R2B act 4 and Arrestin-AP2 inh -1.
Screening Cc1cccc2c(N=Nc3ccc(S(=O)(=O)Nc4ccc(Cl)cc4)cc3[N+](=O)[O-])c(O)[nH]c12 returned DAGLB inh 4, Keap1-Nrf2 PPI -3, LANA DNA inh 0.4, Cardiac RTF inh 5, SR-BI uptake up -97, SR-BI HDL uptake 97*, NSD2 HMT inh -3, PvdQ acylase 11, PKA-R2B act 1 and Arrestin-AP2 inh 12.
For COc1ccc(N(CC(=O)Nc2ccc3c(c2)OCO3)S(C)(=O)=O)c(OC)c1 the results were DAGLB inh -2, Keap1-Nrf2 PPI 2, LANA DNA inh 0.4, Cardiac RTF inh 0, SR-BI uptake up 41, SR-BI HDL uptake -41, NSD2 HMT inh -3, PvdQ acylase 2, PKA-R2B act -4 and Arrestin-AP2 inh 8.
`COc1ccccc1NS(=O)(=O)c1cc(NC(=O)c2cc(F)c(F)c(F)c2F)ccc1N1CCOCC1` gave DAGLB inh -2, Keap1-Nrf2 PPI 1, LANA DNA inh -1.1, Cardiac RTF inh 1, SR-BI uptake up -12, SR-BI HDL uptake 12, NSD2 HMT inh 1, PvdQ acylase -16, PKA-R2B act -7 and Arrestin-AP2 inh -19.
Screening CCc1ccc(-c2cc(C)no2)cc1S(=O)(=O)NCCc1ccc(OC)c(OC)c1 returned DAGLB inh 2, Keap1-Nrf2 PPI -3, LANA DNA inh 0.5, Cardiac RTF inh -2, SR-BI uptake up -37, SR-BI HDL uptake 37, NSD2 HMT inh -1, PvdQ acylase -16, PKA-R2B act -7 and Arrestin-AP2 inh 0.
COc1ccc2c(OC)cc(=O)n(C)c2c1 was read as DAGLB inh 0, Keap1-Nrf2 PPI -3, LANA DNA inh -0.9, Cardiac RTF inh -3, SR-BI uptake up 27, SR-BI HDL uptake -27, NSD2 HMT inh 1, PvdQ acylase -3, PKA-R2B act -8 and Arrestin-AP2 inh -1.
Screening CN1CC(=O)N2[C@H](c3ccc4c(c3)OCO4)c3[nH]c4ccccc4c3C[C@@H]2C1=O returned DAGLB inh 1, Keap1-Nrf2 PPI 0, LANA DNA inh -2.8, Cardiac RTF inh 16, SR-BI uptake up 4, SR-BI HDL uptake -4, PvdQ acylase 1, PKA-R2B act -1 and Arrestin-AP2 inh 2.
`CCc1cccc(CC)c1NC(=O)C[n+]1cccc(C(N)=O)c1` gave DAGLB inh 0, Keap1-Nrf2 PPI -4, LANA DNA inh -1.2, Cardiac RTF inh -3, SR-BI uptake up 12, SR-BI HDL uptake -12, NSD2 HMT inh -2, PvdQ acylase -14, PKA-R2B act 5 and Arrestin-AP2 inh 7.
O=C(CSc1nnnn1-c1ccc(Cl)cc1)NC(=O)Nc1ccc2c(c1)OCCO2 was read as DAGLB inh 1, Keap1-Nrf2 PPI -4, LANA DNA inh -2.0, Cardiac RTF inh -13, SR-BI uptake up 46, SR-BI HDL uptake -46, PvdQ acylase -4, PKA-R2B act 7 and Arrestin-AP2 inh 4.
`O=C(Nc1c(C(=O)N2CCOCC2)oc2ccccc12)c1cccc([N+](=O)[O-])c1` gave DAGLB inh -4, Keap1-Nrf2 PPI 2, LANA DNA inh 0.9, Cardiac RTF inh 3, SR-BI uptake up 0, SR-BI HDL uptake 0, NSD2 HMT inh -4, PvdQ acylase 6, PKA-R2B act -9 and Arrestin-AP2 inh 27.
`OCC(O)C1OCOC(C(O)CO)C1O` (configuration not stated) gave DAGLB inh -4, Keap1-Nrf2 PPI 2, LANA DNA inh 0.1, Cardiac RTF inh 1, SR-BI uptake up 38, SR-BI HDL uptake -38, NSD2 HMT inh 1, PvdQ acylase 5, PKA-R2B act -6 and Arrestin-AP2 inh 25.
Screening O=C(COc1ccc(Br)cc1CNCCc1ccccc1)NCc1ccccc1 returned DAGLB inh 1, Keap1-Nrf2 PPI -2, LANA DNA inh -0.7, Cardiac RTF inh 6, SR-BI uptake up 7, SR-BI HDL uptake -7, NSD2 HMT inh 3, PvdQ acylase 7, PKA-R2B act -9 and Arrestin-AP2 inh 4.
Screening CN(C)c1ccc(N=Cc2ccco2)cc1 returned DAGLB inh 10, Keap1-Nrf2 PPI -2, LANA DNA inh -1.0, Cardiac RTF inh -2, SR-BI uptake up -13, SR-BI HDL uptake 14, PvdQ acylase -7, PKA-R2B act -101 and Arrestin-AP2 inh 15.
COc1ccc(NC(=O)c2cnn(-c3ccccc3)c2C)c(OC)c1 was read as DAGLB inh -1, Keap1-Nrf2 PPI -4, LANA DNA inh 0.9, Cardiac RTF inh -6, SR-BI uptake up 8, SR-BI HDL uptake -8, PvdQ acylase -14, PKA-R2B act -5 and Arrestin-AP2 inh -9.
COC(=O)c1cc(Cl)c(NC(=O)c2cc3ccccc3o2)cc1OC was read as DAGLB inh -3, Keap1-Nrf2 PPI -4, LANA DNA inh 0.3, Cardiac RTF inh 2, SR-BI uptake up -50, SR-BI HDL uptake 50, NSD2 HMT inh 4, PvdQ acylase -24, PKA-R2B act 7 and Arrestin-AP2 inh 6.
`O=C(NCC(c1ccco1)N1CCc2ccccc21)c1ccc([N+](=O)[O-])cc1` (configuration not stated) gave DAGLB inh -3, Keap1-Nrf2 PPI -5, LANA DNA inh -1.3, Cardiac RTF inh 9, SR-BI uptake up -13, SR-BI HDL uptake 13, NSD2 HMT inh -1, PvdQ acylase -11, PKA-R2B act 0 and Arrestin-AP2 inh 15.
O=C(Cc1ccccc1Cl)Nc1ccc(S(=O)(=O)N2CCOCC2)cc1 was read as DAGLB inh 2, Keap1-Nrf2 PPI 0, LANA DNA inh -0.2, Cardiac RTF inh -2, SR-BI uptake up 0, SR-BI HDL uptake 0, NSD2 HMT inh 6, PvdQ acylase -11, PKA-R2B act 11 and Arrestin-AP2 inh 1.
`COCCCNC(=S)N/N=C/c1ccc(N(C)C)cc1Cl` gave DAGLB inh -2, Keap1-Nrf2 PPI 4, LANA DNA inh 0.2, Cardiac RTF inh 1, SR-BI uptake up -34, SR-BI HDL uptake 34, NSD2 HMT inh 1, PvdQ acylase 0, PKA-R2B act -7 and Arrestin-AP2 inh 39.
COC(=O)c1ccc(CNC(=O)CSc2nnc(COc3ccccc3)n2C)o1 was read as DAGLB inh -2, Keap1-Nrf2 PPI -6, LANA DNA inh -0.6, Cardiac RTF inh 16, SR-BI uptake up -24, SR-BI HDL uptake 24, NSD2 HMT inh 0, PvdQ acylase -10, PKA-R2B act 8 and Arrestin-AP2 inh 4.
O=C(CCCNC(=O)c1ccc(Cl)cc1)Nc1cccc(F)c1 was read as DAGLB inh -2, Keap1-Nrf2 PPI 3, LANA DNA inh 0.4, Cardiac RTF inh 10, SR-BI uptake up 9, SR-BI HDL uptake -9, NSD2 HMT inh 0, PvdQ acylase -14, PKA-R2B act -6 and Arrestin-AP2 inh -17.
`CC(C)NC(=O)Cn1cc(C(=O)COc2ccccc2)c2ccccc21` gave DAGLB inh -1, Keap1-Nrf2 PPI 1, LANA DNA inh -0.3, Cardiac RTF inh 1, SR-BI uptake up -22, SR-BI HDL uptake 22, NSD2 HMT inh -2, PvdQ acylase -10, PKA-R2B act 0 and Arrestin-AP2 inh 22.
For COc1ccc(OC)c(NC(=O)C2CCN(c3cc(-c4ccccc4)nc4ncnn34)CC2)c1 the results were DAGLB inh 2, Keap1-Nrf2 PPI 0, LANA DNA inh -2.7, Cardiac RTF inh -13, SR-BI uptake up -41, SR-BI HDL uptake 41, NSD2 HMT inh 3, PvdQ acylase 0, PKA-R2B act 5 and Arrestin-AP2 inh 12.
`OCC1(CO)CCCC(CO)(CO)C1O` gave DAGLB inh -2, Keap1-Nrf2 PPI -3, LANA DNA inh -0.4, Cardiac RTF inh -3, SR-BI uptake up 46, SR-BI HDL uptake -46, NSD2 HMT inh -2, PvdQ acylase -9, PKA-R2B act -7 and Arrestin-AP2 inh 6.
`CCOC(=O)Cc1csc(NC(=O)c2cc(C)cc(C)c2)n1` gave DAGLB inh -8, Keap1-Nrf2 PPI -1, LANA DNA inh -1.3, Cardiac RTF inh 12, SR-BI uptake up -60, SR-BI HDL uptake 60, NSD2 HMT inh -2, PvdQ acylase 5, PKA-R2B act -23 and Arrestin-AP2 inh 11.
O=C(NC(=S)NCC1CCCO1)c1ccccc1Br (configuration not stated) was read as DAGLB inh -1, Keap1-Nrf2 PPI -2, LANA DNA inh -0.1, Cardiac RTF inh -22, SR-BI uptake up 25, SR-BI HDL uptake -25, NSD2 HMT inh -1, PvdQ acylase 0, PKA-R2B act -13 and Arrestin-AP2 inh 17.
Screening O=C(c1ccccc1F)N1CCCc2ccccc21 returned DAGLB inh -3, Keap1-Nrf2 PPI -4, LANA DNA inh 0.6, Cardiac RTF inh -2, SR-BI uptake up 1, SR-BI HDL uptake -1, NSD2 HMT inh 11, PvdQ acylase -18, PKA-R2B act -5 and Arrestin-AP2 inh -7.
For CCOC(=O)Cn1c(-c2ccccc2)cc(SC)c(C#N)c1=O the results were DAGLB inh -7, Keap1-Nrf2 PPI 3, LANA DNA inh 0.7, Cardiac RTF inh -6, SR-BI uptake up -27, SR-BI HDL uptake 27, NSD2 HMT inh -2, PvdQ acylase 2, PKA-R2B act -3 and Arrestin-AP2 inh 32.
CC(NC(=O)c1ccccc1F)c1cccc2ccccc12 (configuration not stated) was read as DAGLB inh -1, Keap1-Nrf2 PPI 1, LANA DNA inh 2.8, Cardiac RTF inh -16, SR-BI uptake up -2, SR-BI HDL uptake 2, PvdQ acylase -9, PKA-R2B act 10 and Arrestin-AP2 inh 14.
